ARFGAP1 inhibitor = rat ARFGAP1 inhibition | Q62848 | Arfgap1-stimulated ARF1 GTP hydrolysis, GDP FP detection | inhibition, % at 16.5 µM | 360,000 compounds, 0.26% hits | AID 651572;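 active = inhibition above a per-plate limit, mean inhibition of low control wells plus 3 SD, cut at about 25% in these data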;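 note: 0% = DMSO wells with enzyme and 100% = wells lacking Arfgap1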
Target sequence (Q62848 1-136 limits assumed): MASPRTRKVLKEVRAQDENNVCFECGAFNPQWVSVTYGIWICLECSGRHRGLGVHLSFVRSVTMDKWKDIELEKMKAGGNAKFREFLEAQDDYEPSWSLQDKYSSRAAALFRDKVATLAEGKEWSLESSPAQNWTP
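Replicates: Single well per compound | Assay system: Truncated rat Arfgap1 GAP domain | Control set: No-Arfgap1 wells (100%) versus DMSO full-reaction wells (0%) | Times: Enzyme reaction 120 min at 25 °C after 20 min preincubation | Reagent: Human ARF1(Δ1-17)-GTP substrate | Measured by: Tracer-displacement fluorescence polarization with EDTA stop, 620/688 nm | Measure: Percent inhibition of Arfgap1-stimulated GTP hydrolysis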
DDE Tn7 FP inh = disrupts Tn7 cyclic peptide binding to fibrin D-Dimer-E complex. P02675. FP displacement of FITC-Tn7 peptide from fibrin DD(E); 0% = median of compound wells per plate. inhibition, % at 8.3 µM. 370,000 compounds, 0.13% hits. AID 720508;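 active = inhibition above the mean of compounds falling within the control limits plus 3 SD of them, cut at about 14% in these data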;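 note: 0% = plate median of compound wells and 100% = 10 µM Aha-Tn7 peptide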
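Test system – human fibrin DD(E) · Times – 10 min preincubation, 3 h with tracer, room temperature · Detection – fluorescence polarization of the labelled Tn7 tracer · Measure – percent inhibition normalized to high-control wells · Benchmarks – high control wells with 10 µM unlabelled Aha-Tn7 peptide (full inhibition) · Repeats – singlicate testing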
TDP2 absorb = TDP2 (human) inhibition, absorbance primary screen | recombinant TDP2, T5PNP hydrolysis, p-nitrophenol absorbance 415 nm | inhibition, % at 12.8 µM | 370,000 compounds, 0.34% hits;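 active = inhibition above the mean of all tested compounds plus 3 SD, set per campaign, cut at about 25% in these data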;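 note: 0% = DMSO with enzyme and 100% = buffer with substrate but no TDP2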
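Assay system: Recombinant human TDP2 | Quantity: 120 nM TDP2 per well | Incubation: 2 h at 37 °C | Signal: Epi absorbance | Evaluation: Percent inhibition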
PLCg1 inh = blocks human PLC-gamma1 enzyme activity; P19174; purified PLC-gamma1, fluorogenic substrate, fluorescence; inhibition, % at 12.2 µM; 370,000 compounds, 0.84% hits; in the data active = inhibition above about 9.5%
SIAE inh = inhibitors of human sialic acid acetylesterase SIAE; SIAE FP-Rh probe binding, fluorescence polarization; inhibition, % at 9.66 µM; 370,000 compounds, 0.69% hits;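 active = inhibition above a cutoff: mean of compounds within the control limits plus 3 SD of those, cut at about 17% in these data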;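 note: 0% = plate median of compound wells and 100% = probe without SIAE protein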
Target sequence (Q9HAT2 whole entry, looked up): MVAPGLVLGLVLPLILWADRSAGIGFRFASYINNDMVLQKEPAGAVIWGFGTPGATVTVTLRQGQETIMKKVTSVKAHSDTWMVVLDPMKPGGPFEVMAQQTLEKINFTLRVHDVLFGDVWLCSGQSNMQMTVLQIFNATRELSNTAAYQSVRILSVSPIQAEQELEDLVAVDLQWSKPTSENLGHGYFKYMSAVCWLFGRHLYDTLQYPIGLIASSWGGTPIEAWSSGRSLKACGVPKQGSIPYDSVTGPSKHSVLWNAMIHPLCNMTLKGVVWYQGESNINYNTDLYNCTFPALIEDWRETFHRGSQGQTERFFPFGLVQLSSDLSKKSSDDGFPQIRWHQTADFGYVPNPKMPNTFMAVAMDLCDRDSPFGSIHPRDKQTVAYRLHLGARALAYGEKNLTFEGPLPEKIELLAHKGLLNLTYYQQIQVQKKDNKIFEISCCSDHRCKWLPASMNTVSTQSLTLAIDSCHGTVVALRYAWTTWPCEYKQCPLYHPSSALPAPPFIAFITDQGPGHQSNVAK
DDE Tn6 FP inh = DD(E)-Tn6 binding inhibition, primary FP screen; Fibrin DD(E) TRITC-Tn6 fluorescence polarization displacement; AID 720509; 370,000 compounds, 0.21% hits; inhibition, % at 8.3 µM;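 active = inhibition above a per-campaign cutoff: mean of compounds within control limits plus 3 SD, cut at about 15% in these data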;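 note: 0% = median of all compound wells on the plate and 100% = blocking peptide control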
ADAM10 inh = inhibitors of human ADAM10. O14672. recombinant ADAM10, EDANS/DABCYL FRET peptide cleavage, 3 h. inhibition, % at 7 µM. 370,000 compounds, 0.62% hits. AID 720582;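 active = inhibition above a per-campaign cutoff equal to the mean of compounds falling between control-based bounds plus 3 SD, cut at about 20% in these data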;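 note: 0% = DMSO wells while the 100% control is not disclosed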
PLC-beta3 inh = blocks human PLC-beta3 enzyme activity; Q01970; Purified PLC-beta3, fluorogenic substrate, fluorescence; inhibition, % at 12.2 µM; 370,000 compounds, 0.18% hits; AID 720704; in the data active = inhibition above about 11%;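 note: 0% = median of compound wells on plate and 100% = full blocker control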
ASAP1 GAP inh = blocks human ASAP1-stimulated Arf1 GTP hydrolysis | Q9ULH1 | GDP FP detection | inhibition, % at 16.5 µM | 360,000 compounds, 0.19% hits; in the data active = inhibition above about 25%;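 note: 0% = vehicle with enzyme and substrate and 100% = no enzyme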
Target sequence (Q9ULH1 325-724 limits assumed): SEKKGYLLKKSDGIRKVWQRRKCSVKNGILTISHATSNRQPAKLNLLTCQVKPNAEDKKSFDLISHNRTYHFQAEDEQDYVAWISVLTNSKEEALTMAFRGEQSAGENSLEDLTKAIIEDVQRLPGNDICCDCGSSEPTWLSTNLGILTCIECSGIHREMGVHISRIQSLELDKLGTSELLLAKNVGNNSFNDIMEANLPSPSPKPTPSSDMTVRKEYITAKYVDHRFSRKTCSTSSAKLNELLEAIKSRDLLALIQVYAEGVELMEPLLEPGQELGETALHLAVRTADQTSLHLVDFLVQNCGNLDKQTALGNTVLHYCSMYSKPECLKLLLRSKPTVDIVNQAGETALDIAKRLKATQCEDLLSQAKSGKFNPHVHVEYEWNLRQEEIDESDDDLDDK
ADAM17 inh = inhibits human ADAM17; P78536; recombinant ADAM17, EDANS/DABCYL FRET peptide cleavage; inhibition, % at 6.95 µM; 370,000 compounds, 0.83% hits; AID 720648;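 active = inhibition above the mean of compounds lying between control limits plus 3 SD, set per campaign, cut at about 8.5% in these data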;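 note: 0% = DMSO-only wells as the low control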
An asterisk follows results filed as active; i = inactive; x = no result given.

SMILES	ARFGAP1 inhibitor	DDE Tn7 FP inh	TDP2 absorb	PLCg1 inh	SIAE inh	DDE Tn6 FP inh	ADAM10 inh	PLC-beta3 inh	ASAP1 GAP inh	ADAM17 inh
CCCCC[C@H](C)N1C[C@H](COCc2ccccc2)Oc2cc(N3CCC[C@H]3C(N)=O)ccc2S1(=O)=O	-6.7	0.3	-5.8	-3.0	0.7	2.1	6.1	-0.4	-10.0	4.5
COc1ccc(CN(CCN2CCOCC2)C(=O)c2ccccc2C)cc1OC	x	-0.3	7.7	-1.6	-0.4	4.2	-3.9	-1.9	x	-4.0
C/C(=N/O)c1ccc2c(c1)OCCOCCOc1cc(/C(C)=N/O)ccc1OCCOCCO2	-1.7	-2.9	-1.8	0.7	-2.4	-0.4	-1.5	0.6	-4.5	0.1
FC(F)(F)c1cc(-c2cccs2)nc(-n2cc(Br)cn2)n1	9.0	-9.6	0.5	-5.5	2.6	-4.3	-60.7	-9.1	1.8	-26.0
CCNC(=O)c1c(O)c2ccccc2[nH]c1=O	-0.1	-0.9	11.3	-51.7	3.5	-6.1	-342.6	-79.1	-10.4	-97.1
O=C(NCC(F)(F)F)c1nn(Cc2ccccc2)c(=O)c2ccccc12	-3.6	-6.5	-3.7	-0.8	2.3	3.9	3.0	-4.1	0.3	3.8
COc1ccc(CCNC(=O)CCNS(=O)(=O)c2ccc3c(c2)CCN3C(C)=O)cc1OC	2.3	-3.0	-0.2	0.7	2.5	-2.5	0.8	1.2	-4.8	0.9
C[C@H]1COC(=O)[C@@H](Cc2ccc(F)cc2)C/C=C\C[C@H](CC(=O)N(CCO)Cc2ccccc2)C(=O)N1	5.3	1.1	-16.0	0.4	6.9	8.1	-10.1	2.5	5.8	-5.7
COC(=O)C[C@@H]1CC[C@H]2[C@@H](COc3ccc(NC(=O)Nc4ccccc4C)cc3C(=O)N2C)O1	x	-1.2	4.2	3.2	0.1	-2.4	1.0	4.5	x	1.2
Cc1cccc(C)c1NC(=O)CSc1nnc(-c2cccnc2)o1	9.8	1.1	8.7	3.2	1.8	-2.5	3.9	-2.9	-12.2	0.0
COc1ccccc1C1=CC(=O)C[C@H](c2ccc(Cl)cc2)C1	1.4	3.1	1.9	-32.3	-7.2	-5.4	-3.0	-35.2	-8.4	-3.8
Cc1cc(C)c2cc(CN(CCO)Cc3nnnn3Cc3ccccc3)c(=O)[nH]c2c1	-0.1	0.3	9.4	-131.9	4.9	-4.8	-74.8	-153.6	-3.0	-25.3
CCc1ccccc1Nc1nc(-c2cccnc2)cs1	8.4	-9.8	-1.4	2.4	9.1	-4.3	2.3	-8.2	3.1	-2.2
CC(=O)c1ccc(NC(=O)Nc2ccc([N+](=O)[O-])cc2C)cc1	0.7	3.2	5.2	9.1	-0.1	-2.0	14.2	5.3	-8.5	3.4
CCC1=C(OC(=O)N(CC)CC)N2C(=O)OC(=NCCc3c[nH]c4ccccc34)[C@]2(C)[C@H]2C1=CC[C@H]1C(=O)N(C)C(=O)[C@H]12	6.1	2.1	-0.6	-0.2	9.9	1.7	-6.5	-0.9	-1.1	-2.9
CN(C)/C=C1/Sc2ccccc2C1=O	1.6	1.7	-1.2	-8.5	-1.0	-2.9	-17.6	-7.4	-1.1	-8.2
O=C(c1ccccc1-c1nc(-c2ccc(F)cc2)no1)N1CCCC1	5.1	-7.3	9.3	1.4	-0.8	-2.6	3.7	0.6	3.5	-1.1
CCCN(CCC)Cc1cc(=O)oc2cc(OC)c(Cl)cc12	13.7	-12.1	-5.6	-145.8	1.7	-0.5	-466.3	-198.1	13.9	-114.3
CN1CCCCC(NC(=O)c2ccc3ccccc3c2)C1=O (stereo not drawn)	0.9	9.2	1.9	-1.9	6.9	5.5	-1.1	4.4	-3.5	-1.9
COC(=O)c1ccc(NC(=S)NC(=O)C2CCC2)cc1	5.3	-1.6	18.1	-1.7	0.1	0.5	-2.8	-2.2	17.2	-1.2
O=C(c1ccco1)N1CCC(Oc2cccnc2)CC1	x	7.9	7.2	1.4	-2.7	-1.2	1.0	-0.3	x	-1.7
Fc1ccc(Cn2nnnc2C(c2cccs2)N2CCCCCC2)cc1 (stereo not drawn)	-3.0	3.3	6.6	2.8	-2.8	-0.3	3.1	-0.3	12.6	-2.2
CC(NC(=O)c1ccccc1F)C(=O)O (stereo not drawn)	-15.5	1.2	2.3	1.2	9.2	-2.8	2.4	0.1	-8.6	-2.7
Clc1ccc(-c2cn(-c3nc4ccccc4s3)nn2)cc1	4.1	-1.4	-0.6	-1.3	2.7	0.5	-8.4	-0.9	0.9	0.0
Cc1cccc(C(O)c2ncc(-c3ccccc3Cl)[nH]2)c1C (stereo not drawn)	1.3	3.9	-4.8	0.8	-4.0	-2.5	-11.5	4.4	-5.9	-3.9
CC(C)c1ccc(NC(=O)C2CCCN(S(=O)(=O)c3cccnc3)C2)cc1 (stereo not drawn)	-1.8	1.7	10.1	-0.8	-3.8	2.2	1.5	-7.5	4.8	-2.2
Cc1ccc(C(=O)C2=C(O)C(=O)N(Cc3ccco3)C2c2cccc(Br)c2)o1 (stereo not drawn)	-4.2	-9.3	-9.5	-12.8	-3.2	-0.6	8.2	-25.4	-12.4	-0.1
CCOc1ccc(NC(=O)CSc2nnc(Cn3cnc4ccccc43)n2C)cc1	-10.5	3.5	7.9	0.2	-3.5	5.1	1.9	-1.8	0.9	-4.4
COc1ccc(S(=O)(=O)N2CCCC(C(=O)NCc3ccco3)C2)cc1OC (stereo not drawn)	0.9	-5.4	1.5	0.8	2.1	3.2	-8.0	-7.7	-18.6	-0.4
CCOC(=O)C1CCN(C(=O)C2CCN(S(=O)(=O)CC)CC2)CC1	-5.0	4.7	6.9	-0.7	-4.2	-1.6	6.0	3.8	-6.6	-3.0
O=C(CNC(=O)N1CC(=O)Nc2ccccc21)NCc1cccc(Cl)c1	-4.9	3.7	7.1	-0.7	0.4	-4.5	-3.0	-11.4	2.8	0.4
O=C(O)CCNS(=O)(=O)c1ccc2c(c1)Cc1ccccc1-2	-4.4	-0.2	-0.5	-1.5	3.0	-1.9	-7.7	-4.7	9.1	-5.4
COCCSc1ccccc1C(=O)NCCCn1ccnc1	1.0	-2.9	-0.1	0.7	2.8	0.4	-4.5	-1.6	4.2	-2.6
CC(C)C1CC(CCN)(Cc2ccccc2)CCO1 (stereo not drawn)	14.7	-3.8	-7.4	-0.1	-3.8	-0.9	0.1	3.6	3.8	-0.6
O=C(CN(CCO)Cc1ccccc1)N1CCN(S(=O)(=O)c2ccccc2)CC1	-0.4	-2.0	8.0	4.4	5.5	3.3	0.2	5.0	-12.1	0.8
COC(=O)c1cccc(CN2C(=O)C(C)Sc3ccc(C(C)=O)cc32)c1 (stereo not drawn)	8.1	1.2	1.0	1.7	7.1	6.2	-11.3	-0.4	1.7	-1.9
COc1ccc(NC(=O)N(C)C[C@H]2Oc3c(NC(=O)c4ccncc4)cccc3C(=O)N([C@H](C)CO)C[C@@H]2C)cc1	1.8	-3.0	8.0	1.1	22.9*	-4.2	-3.1	1.3	0.6	-3.8
CCn1c(=O)n(Cc2ccco2)c(=N)c2c3c(sc21)COC(C)(C)C3	6.5	-12.6	1.2	0.6	-8.1	-0.9	-0.8	0.1	-0.2	-3.7
Cc1ccc(C(=O)c2ccc(CC(=O)O)n2C)cc1	3.5	2.4	3.5	-2.4	-3.8	-3.0	-6.5	0.6	16.0	-5.4
CCOC(=O)c1cc(-c2ccccc2)nc2ccc(C)cc12	-3.2	0.3	0.8	-4.5	-2.7	0.7	-59.9	-18.0	-5.7	-15.0
CC(Sc1nnc(C2CC2)n1C1CC1)C(=O)Nc1cccc(S(=O)(=O)N2CCOCC2)c1 (stereo not drawn)	-12.3	5.0	7.4	-2.8	-4.0	-2.4	-7.3	-0.8	-16.6	-1.7
Cc1ccc(C(=O)N(NC2=NS(=O)(=O)c3ccccc32)S(=O)(=O)c2ccc(C)cc2)cc1	7.1	1.5	6.7	-2.6	-4.5	-1.4	0.0	-9.5	2.0	-2.2
CN(Cc1ccccc1)C(=O)COC(=O)CN1C(=O)c2ccccc2C1=O	12.6	-3.5	-15.1	4.9	-2.8	0.1	2.5	0.6	-4.3	-5.6
CSc1ccccc1C(=O)NCc1ccccc1C	-4.0	1.0	-9.2	1.4	-5.7	-1.0	-1.0	-5.8	5.6	-7.3
COC(=O)[C@]12C[C@H](CC(=O)N3CCOCC3)C(=O)N(Cc3ccccc3)C1=C[C@H](C(C)C)O[C@@H]2C1CC1	8.5	-3.4	6.2	1.5	-0.1	-1.4	-0.6	4.8	-7.4	-1.8
CC1(C)Cc2ccccc2-c2[nH]c(=S)[nH]c(=O)c21	-3.1	-2.2	7.0	-6.1	6.1	0.4	0.5	-13.4	-10.3	-4.9
COc1ccccc1-c1nc2cc(Cl)ccc2c(=O)n1O	2.0	1.3	7.3	-28.2	-5.3	7.3	-12.7	-42.8	-15.2	-7.2
c1ccc(Cn2c(-c3ccco3)nc3nc4ccccc4nc32)cc1	11.3	3.0	-17.1	-318.2	-18.4	9.2	i	-380.1	3.1	i
O=C(NC(=S)Nc1ccccc1C(=O)O)c1cncc(Br)c1	3.6	-7.0	7.6	-8.2	1.6	-13.6	-70.2	-12.5	0.2	-18.0
Cc1ccc(NS(=O)(=O)c2ccc(Cl)c(C(=O)Nc3cccc(C(=O)O)c3)c2)cc1	9.9	-5.6	6.2	3.7	-0.6	9.0	1.2	-2.8	4.8	-1.3
O=C(O)[C@H]1CCCN1S(=O)(=O)c1cccc2cccnc12	-4.5	1.9	-0.7	-0.4	1.1	9.9	0.1	2.6	-17.8	0.9
CC(C)Oc1ccc(S(=O)(=O)N2CCOCC2)cc1NC(=O)C1CCC1	-8.7	-1.0	5.2	1.5	-1.9	2.2	-5.2	-3.9	6.7	-1.1

2 records picked at random from the list so far, as already listed:
SMILES	ARFGAP1 inhibitor	DDE Tn7 FP inh	TDP2 absorb	PLCg1 inh	SIAE inh	DDE Tn6 FP inh	ADAM10 inh	PLC-beta3 inh	ASAP1 GAP inh	ADAM17 inh
O=C(O)CCNS(=O)(=O)c1ccc2c(c1)Cc1ccccc1-2	-4.4	-0.2	-0.5	-1.5	3.0	-1.9	-7.7	-4.7	9.1	-5.4
CC(NC(=O)c1ccccc1F)C(=O)O (stereo not drawn)	-15.5	1.2	2.3	1.2	9.2	-2.8	2.4	0.1	-8.6	-2.7

In the list so far, 2 contain a CF3 group.
SMILES	ARFGAP1 inhibitor	DDE Tn7 FP inh	TDP2 absorb	PLCg1 inh	SIAE inh	DDE Tn6 FP inh	ADAM10 inh	PLC-beta3 inh	ASAP1 GAP inh	ADAM17 inh
FC(F)(F)c1cc(-c2cccs2)nc(-n2cc(Br)cn2)n1	9.0	-9.6	0.5	-5.5	2.6	-4.3	-60.7	-9.1	1.8	-26.0
O=C(NCC(F)(F)F)c1nn(Cc2ccccc2)c(=O)c2ccccc12	-3.6	-6.5	-3.7	-0.8	2.3	3.9	3.0	-4.1	0.3	3.8

Screens from PubChem BioAssay.
